# Compound activity as filed in PubChem BioAssay.
# HepG2 viability: qHTS for Inhibitors of TGF-b: Cytotox Counterscreen; HepG2 CAGA-GFP viability, ATP luminescence, 18 h; Potency, µM (top dose mostly 46.1 µM), inactives show top-dose activity change, negative = cytotoxicity, actives largely listed as cytotoxic; actives 0.76% (n = 410,000); AID 588856, 2011; note: potency is the fitted concentration of half-maximal effect; some results filed as inactive show a strong effect at the top dose
#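 CellTiter-Glo luminescence gave cytotoxicity after 18 hours at 37 degrees C. The cells were HepG2 CAGA-GFP in 1% FBS DMEM, stimulated with 500 pg/mL TGF-beta after compound addition. %Activity was normalised to no-cell wells (complete cell-killing) and DMSO (no toxicity), and curves were fitted and classified.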
# ATXN2 expr inh: Primary qHTS for Inhibitors of ATXN expression | HEK-293 ATXN2-luciferase reporter, luminescence, 24 h | Potency, µM (doses to about 57 µM), for the others: top-dose activity change, negative = inhibition, hits mostly inhibitors | actives 0.72% (n = 360,000) | AID 1745845, 2022; note: potency is the fitted concentration of half-maximal effect; % is set by controls: 0 for no effect and ±100 for the full control effect; nearly all actives have a fitted effect of over 55% in size
#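 qHTS (up to 57 uM final) was run with 24 h compound exposure of reporter cells at 37 °C. Each well was multiplexed: SteadyGlo luminescence measured ATXN2-luciferase expression after a fluorogenic Gly-Phe-AFC viability readout (25 uM final).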
# Nrf2 inh: Nrf2 qHTS screen for inhibitors. actives 2.1% (n = 360,000). Potency, µM (titrated, usually from 46 µM), for the others: at the highest dose activity change, negative = inhibition, actives largely listed as inhibitors. A549 ARE-Fluc reporter, luciferase luminescence, 18-24 h. AID 504444, 2011; note: potency is the fitted concentration of half-maximal effect; % is set by controls: 0 for no effect and ±100 for the full control effect; nearly all actives have a fitted effect of over 60% in size
#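 Nrf2 activity is the BugLite luminescence, read 15 min after reagent at room temperature, following CellTiter-Fluor cytotoxicity readout (30 min, 37C). Compound titrations were applied for 18-24 h to 5000 A549 ARE_Fluc cells/well in 5% FBS OPTI-MEM.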
# Nrf2 activator: qHTS of Nrf2 Activators. AREc32 ARE-luciferase reporter (MCF7-derived line), luminescence, 24 h. Potency, µM (top dose mostly 46.1 µM), for inactives: at the highest dose activation, usual class: activators. actives 0.31% (n = 410,000). AID 624171, 2012; note: potency is the fitted concentration of half-maximal effect; % of control where 0% means no effect; nearly all actives have a fitted effect of over 65% in size
#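 Luminescent ARE reporter assay in AREc32_Fluc cells: overnight plating at 37 deg C, 24 hr compound incubation, Steady-Glo added, 30 min RT before reading.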
# ATXN viability: Viability Counterscreen for Primary qHTS for Inhibitors of ATXN expression; Potency, µM (highest dose often 56.7 µM), hits mostly cytotoxic; S2 cells (HEK-293 line with an ATXN2-luciferase reporter) viability, CellTiter-Fluor protease fluorescence, 24 h; AID 651635, 2014; actives 0.49% (n = 400,000); note: potency is the fitted concentration of half-maximal effect; nearly all actives have a fitted effect of over 40% in size
# A549 viability: Nrf2 qHTS screen for inhibitors: counterscreen for cytotoxicity | A549 ARE-Fluc cells, CellTiter-Fluor viability, 18-24 h | Potency, µM (highest dose often 46 µM), for inactives: at the highest dose activity change, negative = cytotoxicity, actives largely listed as inhibitors | actives 0.16% (n = 390,000) | AID 504648, 2011; note: potency is the fitted concentration of half-maximal effect; % is set by controls: 0 for no effect and ±100 for the full control effect
#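 A549 ARE_Fluc cells in 5% FBS OPTI-MEM were exposed to compounds in concentration-response for 18-24 h at 37 deg C. Viability was read by CellTiter-Fluor fluorescence (Ex 405/Em 525) after 30 min, before the luciferase read.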
# TGFb SMAD3 inh: qHTS for Inhibitors of TGF-b; Potency, µM (doses to about 46.1 µM), for the others: at the highest dose activity, negative = inhibition, actives largely listed as inhibitors; actives 1.2% (n = 410,000); HepG2 CAGA-GFP TGF-b/SMAD3 reporter, GFP fluorescence, 18 h; TGF-beta stimulated, 500 pg/mL final; note: potency is the fitted concentration of half-maximal effect; % is set by controls: 0 for no effect and ±100 for the full control effect; nearly all actives have a fitted effect of over 65% in size
#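 Read-out: total well GFP (ex488/em500-530) summed from mean per-cell fluorescence. Cells: HEPG2 CAGA-GFP, 1% FBS DMEM, 18 h at 37 degrees C with 500 pg/mL final TGF-beta. Unstimulated wells served as the full-inhibition control; stimulated DMSO wells = 0%.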
# MCF10A rereplic: A quantitative high throughput screen for small molecules that induce DNA re-replication in MCF 10a normal breast cells; actives 2.9% (n = 350,000); Potency, µM (highest dose often 46.1 µM), inactives show at the top dose activity, positive = re-replication, actives largely listed as activators; MCF 10A DNA re-replication, Hoechst nuclear intensity, 48 h; AID 624296, 2012; note: potency is the fitted concentration of half-maximal effect; % of control where 0% means no effect; nearly all actives have a fitted effect of over 50% in size
# IL-1B inflam inh: qHTS for Inhibitors of Inflammasome Signaling: IL-1-beta AlphaLISA Primary Screen; THP-1 LPS/ATP IL-1B secretion, AlphaLISA, 16 h; active compounds read low; activity change, % at 57.5 µM; actives 4.7% (n = 360,000); in the data active = activity change below about -50%; inconclusive = mostly about -30% to -49%; note: % is set by controls: 0 for no effect and ±100 for the full control effect
#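 Secreted IL-1B measured by AlphaLISA bead assay after 16 h compound exposure of THP-1 cells; compounds (final up to 57.5 uM) added 1 h before LPS (250 ng/mL) and ATP (1.25 mM) stimulation; lower signal means less secretion.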
# * hit, by the source's call; i = inactive; u = inconclusive; x = not tested or not shown; [ ] = dose if it differs, or a comment. Unless noted, calls come from the whole dose curve; as a rule, active = well fitted curve in the direction sought with a large enough effect; inconclusive = small, poorly fitted or top-dose-only effect, or another doubt; inactive = no such curve, though single readings can be large; an effect the other way counts as inactive or inconclusive.
# Each structure is followed by: MCF10A rereplic, Nrf2 inh, HepG2 viability, ATXN viability, Nrf2 activator, ATXN2 expr inh, A549 viability, TGFb SMAD3 inh, IL-1B inflam inh
- COc1ccc(C(CNC(=O)COc2ccc(Cl)c(C)c2)N2CCOCC2)cc1 (stereo not given)
  x, -5.2%, -28.4%, x, 6.8%, x, 11.2%, u, x
- N#CC1=C(N)Oc2c(oc(CO)cc2=O)C1c1ccccc1[N+](=O)[O-] (stereo not given)
  u, 12.4%, -14.4%, x, 4.4%, -35.4%, 0.6%, -11.7%, x
- Cc1ccc(NC(=O)c2ccc3c(c2)N(CC(=O)NC(C)C)C(=O)C(C)(C)O3)cc1
  0.8%, 3.2%, 7.3%, i, -0.8%, -6.5%, -1.3%, -1.0%, 4.4
- CC(C)(C)OC(=O)NCCCC[C@H](NC(=O)c1nc[nH]c1C(=O)N[C@@H](CCCCNC(=O)OC(C)(C)C)C(=O)OC(C)(C)C)C(=O)OC(C)(C)C
  u, u, -40.4%, u, 0.3%, 8.0%, -14.1%, u, -24.2
- Cc1cc(Br)ccc1NC(=O)c1sc2ncn(Cc3ccccc3Cl)c(=O)c2c1C
  x, x, 8.1%, i, 0.2%, 14.1%, -0.1%, 9.5%, x
- C=C(C)Cn1c(CCCNC(=O)CC)nc2ccccc21
  -5.3%, 10.5%, 1.3%, i, -0.3%, 4.8%, -5.3%, -0.3%, 18.0
- CC(O)CNc1nc2c(c(=O)n(Cc3ccc(Br)cc3)c(=O)n2C)n1C (stereo not given)
  1.9%, -17.4%, -42.1%, i, 2.8%, x, -0.7%, 1.0%, -3.5
- CCC(Sc1nc2ccccc2c(=O)[nH]1)C(=O)Nc1ccc(C(C)=O)cc1 (stereo not given)
  -5.3%, -17.8%, 3.3%, i, 4.7%, 38.3%[11.3 µM], 1.0%, 58.3%[activator], 76.5
- COc1ccc(-n2c(Cc3cccn3C)nnc2SCC(=O)Nc2cccc(OC)c2)cc1
  -0.7%, -5.9%, -2.8%, i, 0.1%, 8.8%, -1.3%, 8.1%, -5.5
- CC(C)NC(=O)c1cccc(Br)c1
  13.7%, u, -0.5%, i, -0.5%, 2.4%, -8.1%, 5.4%, 2.8
- COc1cccc(OC)c1C(=O)Nc1ccc(Cc2ccncc2)cc1
  7.5%, u, 1.6%, i, -0.3%, -1.3%, -0.7%, 2.4%, u
- O=C(CCNC(=O)c1ccc(Cl)cc1)NCc1cccc(C(F)(F)F)c1
  25.7%, 8.7%, 1.2%, i, 0.7%, -0.1%, 6.5%, -4.0%, -7.7
- Cc1cc(C)nc(NS(=O)(=O)c2ccc(NC(=O)CN3C(=O)S/C(=C\c4ccccc4)C3=O)cc2)n1
  u, -1.4%, -3.1%, i, -0.7%, -29.7%, -0.5%, u, -1.3
- O=C(Nc1ccc(F)cc1)c1cccc(N2C(=O)C3C4C=CC(C4)C3C2=O)c1 (stereo not given)
  7.2%, -20.7%, -30.5%, i, -0.3%, 2.4%, -6.4%, -10.3%, 3.0
- COc1ccc(-c2ccccc2C2=CC(=O)CC(C)(C)C2=O)cc1
  x, x, -25.7%, i, 2.8%, -3.3%, x, 1.6%, 0.0
- Cc1ccccc1-c1cn(-c2ccccc2)c(=S)[nH]1
  4.9%, 9.8%, -4.0%, i, -0.5%, -10.7%, 15.8%, 3.8%, -2.6
- Cc1[nH]c2ccccc2c1/C=N/Nc1ccccc1[N+](=O)[O-]
  3.8%, 2.2%, -3.0%, i, u, 0.3%, u, u, u
- Cc1ccc(C(=O)Nc2nc3ccccc3s2)s1
  -10.2%, x, -15.9%, i, -0.7%, 25.6%, -2.3%, -5.9%, -11.0
- Cc1nnc(SCC(=O)N(Cc2ccccc2)C(C)(C)C)[nH]c1=O
  -15.8%, -3.6%, 0.3%, i, -0.1%[9.22 µM], 0.5%, -2.3%, 6.6%, 13.1
- O=C(CSc1ncn[nH]1)NCc1ccc(Cl)cc1
  2.3%, -1.0%, -4.5%, i, -0.3%, 3.2%, -4.8%, 9.8%, -3.7
- Cc1cc(C)n(-c2nc(C(=O)O)cs2)n1
  -3.9%, 1.9%, -11.9%, i, 0.2%, -19.8%[11.3 µM], 2.0%, 6.9%, 23.0
- C=CCOC(=O)C1C(=O)CC(C)(O)C(C(=O)OCC=C)C1c1ccc(N(C)C)cc1 (stereo not given)
  -5.3%, -21.5%, -11.8%, i, -0.8%, -24.0%, -1.8%, -9.8%, -3.1
- COc1ccccc1/C=C/C(=O)c1ccccc1
  25.9µM*, u, -57.3%, i, u, x, 7.5%, u, -18.4
- COc1ccccc1NC(=O)/C=C/C(=O)O
  36.3%, 0.6%, 8.6%, i, -0.1%, -17.0%, 1.7%, 16.6%, 6.8
- CC(NC(=O)CCCOc1ccc(Cl)cc1)c1ccccc1 (stereo not given)
  22.6%, 0.1%, -1.8%, i, 0.2%, -9.3%, 10.3%, u, -16.3
- CN(C)c1ccc(C(c2nnnn2CCOC(=O)Nc2ccc(Cl)cc2)N2CCOCC2)cc1 (stereo not given)
  16.4%, x, -1.3%, i, 1.5%, -1.7%, -3.9%, 13.0%, -18.1
- CN(c1ccccc1)S(=O)(=O)c1ccc(C(=O)NCc2ccccc2F)cc1
  7.6%, u, -3.6%, u, -0.7%, 5.4%, -4.4%, -1.1%, -28.9
- Cc1ccc2c(c1)[C@@H]1[C@H](CO2)[C@H](c2ccccc2)[C@]2(C)C(=O)N[C@H](C)C(=O)N12
  -35.0%[inhibitor], -15.2%, -3.7%, i, 0.2%, 4.0%, 1.4%, -2.6%, 17.0
- Cc1ccc(Sc2ncccc2COC(=O)Nc2c(C)cccc2C)cc1
  u, x, -23.8%, i, 2.2%, 6.8%, 10.0%, u, -17.0
- Cc1ccc(NC(=O)CN2C(=O)C(c3ccc(F)cc3)=NC23CCCCC3)c(C)c1
  x, -26.7%, -30.1%, x, 5.3%, x, -9.8%, x, x

# Entries of single compounds as entered above. Order of values: MCF10A rereplic, Nrf2 inh, HepG2 viability, ATXN viability, Nrf2 activator, ATXN2 expr inh, A549 viability, TGFb SMAD3 inh, IL-1B inflam inh
# CC(O)CNc1nc2c(c(=O)n(Cc3ccc(Br)cc3)c(=O)n2C)n1C (stereo not given) as listed: 1.9%, -17.4%, -42.1%, i, 2.8%, x, -0.7%, 1.0%, -3.5
# CC(NC(=O)CCCOc1ccc(Cl)cc1)c1ccccc1 (stereo not given) as listed: 22.6%, 0.1%, -1.8%, i, 0.2%, -9.3%, 10.3%, u, -16.3
# Cc1cc(C)nc(NS(=O)(=O)c2ccc(NC(=O)CN3C(=O)S/C(=C\c4ccccc4)C3=O)cc2)n1 as listed: u, -1.4%, -3.1%, i, -0.7%, -29.7%, -0.5%, u, -1.3

# (listing goes on)
# Each structure is followed by: MCF10A rereplic, Nrf2 inh, HepG2 viability, ATXN viability, Nrf2 activator, ATXN2 expr inh, A549 viability, TGFb SMAD3 inh, IL-1B inflam inh
- ClCc1nnc(-c2cc3c(s2)CCCC3)o1
  u, 11.7%, -97.5%, x, u, -16.7%[11.3 µM], 1.2%, u, -104.8*
- Cc1ccc(NC(=O)/C=C/c2ccc([N+](=O)[O-])s2)cc1
  5.8µM*, u, -12.6%, i, u, -17.8%, -9.6%, -30.4%, -95.9*
- O=C(NCC1CCCO1)c1c(O)c2ccccc2[nH]c1=O (stereo not given)
  -17.4%, x, 3.6%, i, 0.1%, 20.2%, -1.8%, 6.3%, -11.5
- Cc1cccc2c1-c1sc(C(=O)N(C)c3cccc(Cl)c3)cc1CO2
  x, u, -24.8%, i, 8.3%, 0.6%, 9.5%, u, x
- O=C(c1nc2ccccn2c1CN1CCC(Cc2ccccc2)CC1)N1CCCC1
  19.6%, 9.9%, -14.5%, i, 4.0%, -10.3%, -4.7%, -4.0%, -6.2
- CC(C)NC(=O)c1ccc2c(c1)N(CC(=O)N1CCCCC1)C(=O)C(C)(C)O2
  -3.3%, -6.8%, -3.2%, i, 0.1%, 0.7%, 0.6%, 0.4%, -5.5
- CN1CCN(CCCCOc2ccc(Br)cc2)CC1
  21.5%, 3.0%, -0.4%, i, 6.7%, x, 0.8%, 5.4%, -14.9
- COc1ccc(C(=O)NC(=S)NNC(=O)c2c(-c3ccccc3)noc2C)cc1OC
  2.3%, -9.3%, -21.2%, i, -0.8%, u, -6.4%, -21.8%, 47.1
- COc1cc(/C=C2/SC(=Nc3ccc(O)cc3)NC2=O)ccc1O
  5.17µM*, u, -14.1%, u, 2.6%, -4.2%, -13.2%, -13.3%, u
- CCOc1cc(/C=N/NC(=O)c2ccc(CN3CCOCC3)cc2)ccc1OC
  -1.1%, -16.3%, 1.5%, i, 0.3%, -0.4%, 3.3%, -2.3%, 0.0
- Cc1ccc(C(=O)NC(=S)Nc2ccc(NC(=O)c3cccc(Cl)c3)cc2)cc1
  u, 1.9%, -39.8%, u, -1.4%[9.22 µM], -31.3%, 1.7%, u, 0.0
- COc1ccc2c3c(c(=O)oc2c1OCC(=O)O)CCCC3
  0.6%, 14.0%, 8.0%, i, 0.0%, 0.1%, -1.2%, -2.1%, -3.7
- COCCCC1CCN(C(=O)C2CCC(=O)N(CCCc3ccccc3)C2)CC1 (stereo not given)
  x, x, -30.4%, x, 3.5%, x, x, 0.1%, -4.8
- CC(=O)N1CCN(c2nc(C)nc3sc4c(c23)CCC(C)C4)CC1 (stereo not given)
  11.1%, u, -25.3%, u, -0.3%, -13.8%, -11.6%, -24.8%, -20.5
